# Screens deposited in PubChem by several laboratories.
# TWEAK Fn14 block – blocks TWEAK-Fn14 interaction in a reporter cell assay | TWEAK-stimulated Fn14 reporter cells, luciferase luminescence, 8 h | inhibition, % at 10 µM | actives 2% (n = 360,000); in the data active = inhibition above about 50%
# LMP1 NFkB inh – Epstein-Barr LMP1 NF-kappaB reporter inhibition; inhibition, % at 12.5 µM; AID 504558; LMP1-induced NF-kappaB luciferase reporter cells, luminescence; actives 0.69% (n = 350,000); in the data active = inhibition above about 41%;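 note: 0% = neutral control wells and 100% = reference inhibitor control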
# TLR9-MyD88 block – TLR9-MyD88 interaction inhibition; inhibition, % at 4.98 µM; actives 0.21% (n = 340,000); AID 504734; CHO BLA complementation TLR9-MyD88, CCF4 FRET ratio;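 active = inhibition above the mean over all tested compounds plus 3 SD, cut at about 21% in these data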;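 note: 0% = DMSO only wells and 100% = clavulanate BLA inhibitor control wells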
# NOD2 RIPK2 PPI – blocks binding of human NOD2 to RIPK2. O43353. CHO BLA complementation NOD2-RIPK2, CCF4 ratio. inhibition, % at 4.98 µM. actives 0.38% (n = 360,000); in the data active = inhibition above about 21%;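 note: 0% = vehicle only and 100% = reference blocker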
# C8 TRAIL sens – sensitizes caspase-8 expressing cells to TRAIL. actives 1% (n = 360,000). inhibition (viability loss, TRAIL sensitization), % at 10 µM. NB7+C8 cells + TRAIL, ATPlite viability luminescence;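 active = compounds causing at least 50% loss of cell viability in the single-dose screen, relative to plate controls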
# SRC3 inh – inhibitors of human steroid receptor coactivator 3 (SRC3). HEK293 GAL4-SRC3 luciferase reporter, luminescence. inhibition, % at 3.6 µM. actives 0.17% (n = 360,000). Q9Y6Q9. AID 588352;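 active = inhibition above a per-campaign cutoff, the mean of all compounds plus 3 SD, cut at about 60% in these data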;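 note: 0% = DMSO-treated cells and 100% = gossypol-treated cells at 36 µM; higher means less SRC3-driven luciferase light from the GAL4 reporter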
# NR5A2 inv ag – suppresses constitutive activity of human LRH-1. actives 0.13% (n = 360,000). HEK293T StAR-luciferase reporter, LRH-1 transfected, 24 h. AID 602396. inhibition, % at 3.6 µM. O00482;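 active = inhibition above the mean inhibition of all tested compounds plus 3 SD, cut at about 73% in these data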;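 note: 0% = DMSO wells and 100% = reporter-only cells lacking LRH-1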
# Target sequence (O00482 whole entry, looked up): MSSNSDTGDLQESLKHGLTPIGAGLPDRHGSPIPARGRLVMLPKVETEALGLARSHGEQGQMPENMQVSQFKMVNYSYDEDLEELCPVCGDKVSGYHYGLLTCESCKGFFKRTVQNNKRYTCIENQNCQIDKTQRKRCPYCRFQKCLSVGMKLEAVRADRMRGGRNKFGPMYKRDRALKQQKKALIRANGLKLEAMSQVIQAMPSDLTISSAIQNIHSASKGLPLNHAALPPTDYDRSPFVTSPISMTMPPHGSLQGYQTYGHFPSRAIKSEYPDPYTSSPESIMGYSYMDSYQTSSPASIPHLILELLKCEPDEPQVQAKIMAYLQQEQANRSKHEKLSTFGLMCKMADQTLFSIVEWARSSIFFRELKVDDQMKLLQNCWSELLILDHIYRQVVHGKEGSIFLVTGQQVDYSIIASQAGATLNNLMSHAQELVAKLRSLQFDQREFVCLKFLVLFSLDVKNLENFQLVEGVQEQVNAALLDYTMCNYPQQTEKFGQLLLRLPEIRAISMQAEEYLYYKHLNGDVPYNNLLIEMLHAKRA
# NR2F2 inh – inhibitors of human COUP-TFII (NR2F2); HEK293T NGFI-A luciferase reporter, luminescence; AID 686940; actives 0.7% (n = 370,000); inhibition, % at 8.6 µM;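 active = inhibition above a per-plate cutoff, mean inhibition of test wells between control levels plus 3 SD, cut at about 38% in these data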;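 note: cells cotransfected with COUP-TFII expression vector driving the NGFI-A reporter; 0% = median of COUP-TF2 test wells and 100% = reporter-only cells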
# SRC2 inh – human SRC2 (NCOA2) inhibition; Q15596; HEK293 GAL4-SRC2 luciferase reporter, luminescence; inhibition, % at 9 µM; actives 0.17% (n = 370,000); AID 651957;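 active = inhibition above the mean inhibition of all tested compounds plus 3 SD, set per campaign, cut at about 52% in these data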;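 note: 0% = DMSO treated cells and 100% = cells given Gossypol at 36 µM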
# NCOA1 inh – inhibitors of human steroid receptor coactivator 1 (SRC1) | inhibition, % at 3.6 µM | Q15788 | actives 0.12% (n = 360,000) | HEK293 GAL4-SRC1 luciferase reporter, luminescence;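 active = inhibition above the campaign mean plus 3 SD, with each screening campaign given its own cutoff, cut at about 60% in these data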;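 note: 0% = DMSO treated cells and 100% = gossypol at 36 µM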
# TROY NFkB inh – TROY signaling inhibition. Q293 LMP1-TROYcd NF-kB luciferase reporter, 4 h. inhibition, % at 10 µM. actives 0.98% (n = 360,000);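 active = compounds whose plate-normalised and pattern-corrected inhibition of the luciferase reporter signal at the single screening dose is 50% or more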
# An asterisk follows results filed as active; · = no result given. Only part of the results is shown (hit frequency here may not be typical).
mol,TWEAK Fn14 block,LMP1 NFkB inh,TLR9-MyD88 block,NOD2 RIPK2 PPI,C8 TRAIL sens,SRC3 inh,NR5A2 inv ag,NR2F2 inh,SRC2 inh,NCOA1 inh,TROY NFkB inh
O=c1ccoc2ccccc12,18.0,·,·,-15.5,7.1,5.9,-12.1,17.7,-12.1,3.1,-13.4
COc1ccc2nccc(/C=C/c3ccnc4ccc(OC)cc34)c2c1,-0.7,·,·,-8.2,-4.4,-2.2,10.3,-17.1,-0.4,13.8,-4.6
O=C(CC1CC1)Nc1ccc2c(c1)[C@H]1C[C@H](CC(=O)N3CCc4ccccc4C3)O[C@@H](CO)[C@H]1O2,22.0,1.4,11.1,11.1,-9.6,7.4,5.0,-12.7,-21.1,3.9,10.9
CN1CCN(C(=O)c2c(NC(=O)c3ccco3)sc3c2CCC(C(C)(C)C)C3)CC1 (stereo not drawn),-0.9,1.1,0.2,-0.7,-11.2,9.1,8.9,0.8,-6.1,2.4,11.4
CCn1c(COc2ccc(=O)n(-c3ccccc3)n2)nnc1SCc1ccccc1C,16.2,-1.1,-18.5,-4.5,-6.0,12.1,-16.6,1.7,20.5,1.3,2.8
COc1ccc(C2c3c(ncn(CCN4CCOCC4)c3=N)Oc3ccc4ccccc4c32)cc1OC (stereo not drawn),-58.9,-2.6,7.1,1.7,11.7,10.7,9.5,4.6,16.5,-7.7,13.6
CCCc1nc2sc3ccccc3c(=O)c2c(=O)n1Cc1ccccc1,-2.2,-5.2,0.9,-1.9,6.2,16.9,-4.1,21.0,4.0,-7.5,-7.3
CCC(C)c1ccc(C(C)NC(=S)NC2CCCCC2)cc1 (stereo not drawn),28.8,19.2,9.2,13.5,25.1,1.4,15.9,8.8,35.4,5.3,48.3
COc1ccc(CC(=O)N/N=C/c2cc([N+](=O)[O-])cc(Br)c2O)cc1,-0.2,11.0,5.8,-13.2,2.0,-5.7,0.1,8.5,-32.9,-49.5,6.8
CCOc1ccccc1NC(=O)Cn1nnc(C(=O)NCc2ccco2)c1N,-31.3,-9.5,5.3,19.2,8.1,20.6,28.8,-83.0,-2.6,-23.1,8.6
CC(=O)Nc1nc2ccc(S(=O)(=O)N3CCCCC3)cc2s1,7.9,-27.1,6.9,-3.3,2.2,-29.7,-5.5,-1.3,-7.0,8.8,-24.3
CN1c2ccccc2C2(C)CCCC3=Cc4cc([N+](=O)[O-])cc([N+](=O)[O-])c4OC312 (stereo not drawn),-12.4,1.0,-7.1,3.9,6.8,-15.5,-2.6,-18.1,-13.3,-47.8,2.0
CCSc1nnc(CSc2ncccn2)n1C,14.1,-5.5,0.5,-1.8,-8.0,-4.0,-4.7,3.5,-52.5,-9.3,5.1
Cc1ccc(S(=O)(=O)N2C[C@H]3C(=O)C[C@@H](c4ccccc4)N(S(=O)(=O)c4ccc(C)cc4)[C@H]3C[C@H]2c2ccccc2F)cc1,-0.8,·,·,-15.5,9.4,35.2,27.0,17.3,16.7,9.3,-12.3
CCOC(=O)c1ccc2c(c1)nc(COc1ccc3ccccc3c1)n2CC,-4.5,-13.5,0.6,3.5,4.9,4.9,16.0,0.5,7.1,2.2,21.9
CCC1(C)N(O)C(C)(C)C(c2ccc(OC)cc2)=[N+]1[O-] (stereo not drawn),-11.2,6.1,3.5,-3.7,-5.5,15.9,-1.1,4.6,17.2,-2.1,-0.6
O=C(CCNC(=O)c1ccc(Cl)cc1)NCCC1=CCCCC1,-15.9,-24.8,4.9,5.3,0.1,-71.1,-122.7,-38.9,-32.7,-53.9,-77.3
O=C(NCCS(=O)(=O)N1CCN(c2ccc(F)cc2)CC1)c1ccco1,2.1,-3.6,1.1,0.8,6.8,-14.6,-20.7,-12.8,10.1,1.0,-4.7
CC(=O)NCC(=O)N(c1ccccc1)C1(C(=O)NC2CCCCC2)CCCCC1,8.2,-3.2,1.1,-4.6,1.2,18.1,8.2,5.3,-4.7,-3.2,6.6
CC(=O)N1C(=S)NC(=O)/C1=C1/C(=O)N(CC(=O)Nc2cccc(C)c2)c2ccccc21,4.7,-0.6,4.6,-0.1,-8.0,-8.8,1.1,1.2,8.4,-23.0,-1.1
CC(C)Oc1cccc(C(=O)C2CCCN(Cc3ccc4nonc4c3)C2)c1 (stereo not drawn),-15.6,5.8,-11.6,-5.6,2.2,22.4,9.7,-4.6,-6.5,-21.0,2.2
COc1ccccc1C(=O)NCCC(=O)N(C)Cc1cccs1,3.9,7.2,-8.6,-4.3,6.1,-0.6,-31.9,-8.1,-42.9,1.4,-0.3
CCNC(=S)N(Cc1ccc2c(c1)OCO2)C1CC(=O)N(c2ccc(OC)cc2)C1=O (stereo not drawn),-2.9,-1.6,-5.0,-11.4,0.4,9.0,11.2,3.4,4.3,-0.5,-12.2
CC(C)(C)CC(=O)Nc1nnc(-c2cccs2)s1,-17.1,-9.9,-7.5,0.4,2.5,-68.0,-50.8,-45.1,-56.8,-67.6,-38.9
S=C(NCCc1ccccc1)Nc1ccc(Nc2ccccc2)cc1,41.6,6.2,-11.3,2.2,27.9,11.2,9.8,0.9,14.9,-6.2,8.2
O=C(/C=C/c1ccc(-c2ccccc2[N+](=O)[O-])o1)c1ccc(Br)cc1,23.4,-0.8,-5.8,2.1,-13.6,-10.3,-9.9,25.1,-29.6,1.9,12.2
Nc1nnc(SCC(=O)Nc2ccc(N3CCOCC3)cc2)s1,-6.6,4.7,-4.0,-0.4,-0.1,-3.1,-23.8,-34.8,-16.2,-2.3,-12.6
COc1ccccc1C(=O)NC(=O)OCCn1c(C)cnc1[N+](=O)[O-],11.6,-2.4,3.4,-6.3,11.9,4.8,4.2,11.9,4.7,3.9,-4.0
COc1cn(-c2ccccc2)nc1C(=O)Nc1ccc(C)cc1,-8.8,-9.4,-9.3,7.7,9.3,-77.6,-68.4,-23.4,-11.6,-43.9,-37.6
CCC(=O)N1CCCC(C)(C(=O)Nc2ccc3oc(CC)nc3c2)C1 (stereo not drawn),28.3,·,·,2.2,-9.9,-3.2,9.6,8.7,1.0,-22.7,-1.3

# New compounds follow.
# Second line of a record: TWEAK Fn14 block	LMP1 NFkB inh	TLR9-MyD88 block	NOD2 RIPK2 PPI	C8 TRAIL sens	SRC3 inh	NR5A2 inv ag	NR2F2 inh	SRC2 inh	NCOA1 inh	TROY NFkB inh
COc1cccc(CC(NC(C)=O)C(=O)NC2CCN(C(=O)C3CCCCC3)CC2)c1OC (stereo not drawn)
  -3.7	-2.0	-2.4	-16.6	3.6	7.5	-2.8	4.0	1.6	6.2	8.9
O=C(NCCC(=O)N(CCc1ccccc1)Cc1ccccc1)c1ccc([N+](=O)[O-])cc1
  6.6	-5.1	11.0	-5.5	-3.8	0.1	6.3	14.5	9.6	0.5	2.9
CCOc1cc(NC(=S)NCc2ccco2)c(OCC)cc1NC(=O)CC(C)C
  -6.0	-9.1	6.2	6.6	0.0	18.1	-15.2	-7.8	-7.6	-4.1	-1.9
Cc1nc2ccc(C(=O)OCC(=O)N(C)c3ccccc3)cc2nc1C
  13.4	-4.3	3.3	1.4	1.1	-0.6	3.2	6.5	-2.1	-25.5	13.0
COc1ccc(S(=O)(=O)N2CCCC(C(=O)N3CCN(C)CC3)C2)cc1C (stereo not drawn)
  -3.3	10.6	6.0	0.4	-16.4	-1.1	11.5	-0.8	13.5	4.2	16.1
Cc1nc2ccccn2c1CN(C)C(=O)C1CCC(=O)N(Cc2cccc(F)c2)C1 (stereo not drawn)
  -22.6	-2.7	10.2	14.3	-12.6	-0.8	-9.6	-3.8	13.3	-10.6	-4.8
CCN(CC)C(=O)C1CCN(Cc2cccc(OCc3ccccc3)c2)CC1
  -13.0	7.1	-9.3	3.5	-11.1	-6.2	9.2	-17.1	1.4	-5.0	16.5
O=C(CCSc1ccc(F)cc1)NNC(=O)c1ccccc1Cl
  3.8	2.0	-14.8	3.2	7.7	7.2	5.8	-4.9	12.6	-3.3	1.0
O=S(=O)(c1ccc(-c2csc(Nc3ccc(F)cc3)n2)cc1)N1CCCC1
  22.8	18.3	-5.3	2.8	34.5	-2.6	47.6	46.5*	24.4	10.9	44.7
Cc1cccc(OCC(=O)Nc2ccc3c(c2)nc(CCN2CCC(C)CC2)n3C)c1
  20.8	39.0	4.7	-1.4	-2.4	5.5	3.9	-23.2	7.6	-5.2	6.6
COCC(=O)Nc1ccccc1C#N
  -15.8	-1.7	-1.8	-5.3	5.3	1.2	2.2	-9.8	-16.6	-13.0	-1.0
COc1ccc(NC(=O)c2cc(S(=O)(=O)N3CCCCC3)ccc2OC)cc1
  -2.7	-1.6	3.5	11.6	5.7	8.3	2.3	-6.9	-1.8	4.9	17.5
COc1cc(/C=C/C(=O)O)cc(S(=O)(=O)Nc2ccc3c(c2)CCC3)c1OC
  2.6	-2.3	1.1	-3.6	-13.9	26.3	10.6	-3.9	2.1	15.7	-4.3
Cn1cccc1CC(=O)NNC(=S)NC(=O)c1ccc(F)cc1
  -25.8	-2.9	-5.9	-3.1	-12.0	-11.6	-12.6	-20.0	-15.2	-9.2	-22.5
